Screening data (PubChem BioAssay)
Statin myotox sup – suppressors of simvastatin-induced myotoxicity in C2C12 myotubes; ATP luminescence, 48 h; scaled: DMSO 0, geranylgeraniol control 100; rescue of ATP level, % at 7.49 µM; actives 0.78% (n = 330,000); AID 602340;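 active means mean ATP rescue above about 67%, or every replicate alone reaching that limit, limit read from the data, passing the limit was not always enough; inconclusive means no clear call, values can overlap the other calls; inactive means mean under the limit and some replicate under it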;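 further: myotubes were challenged with 10 µM simvastatin during compound exposure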
SIRT5 block – inhibitors of human sirtuin-5 desuccinylase | AID 652115 | actives 1.1% (n = 330,000) | Q9NXA8 | Purified SirT5, succinyl-peptide AMC, trypsin-coupled fluorescence | inhibition, % at 15 µM; in the data active means inhibition above about 15%; inconclusive means no clear call, values can overlap the other calls
Target sequence (Q9NXA8 whole entry, looked up): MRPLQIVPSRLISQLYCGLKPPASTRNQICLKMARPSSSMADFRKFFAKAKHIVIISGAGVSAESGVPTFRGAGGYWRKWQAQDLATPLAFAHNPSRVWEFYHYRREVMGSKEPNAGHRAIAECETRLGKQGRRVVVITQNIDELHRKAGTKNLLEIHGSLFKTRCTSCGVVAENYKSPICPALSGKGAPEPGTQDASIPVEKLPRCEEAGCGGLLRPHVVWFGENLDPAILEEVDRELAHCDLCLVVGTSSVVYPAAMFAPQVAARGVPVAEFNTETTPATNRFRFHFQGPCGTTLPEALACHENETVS
PglD DTNB – PglD (C. jejuni) enzyme inhibition; purified PglD enzyme, DTNB colorimetric CoA detection; inhibition, % at 12.5 µM; actives 0.098% (n = 360,000); in the data active means inhibition above about 16%, passing the limit was not always enough; inconclusive means no clear call, values can overlap the other calls; further: strong numbers were not always called active
E-sel inducer – induces E-selectin expression in human endothelial cells. P16581. HUVEC E-selectin immunofluorescence imaging; normalized: neutral wells 0, TNF-alpha wells 100. activation, % at 7.58 µM. actives 0.37% (n = 260,000). AID 686992;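 active means mean E-selectin-positive cell signal at least 10% of the positive control, reached in at least 60% of replicates, without over 20% cell loss; inconclusive means no rule given, readout overlaps actives, possibly toxicity-flagged; inactive means the rest, including those meeting only one limit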;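 further: in these data hits start at about 27%; measured in HUVEC primary endothelial cells; signal is the percent of cells scored E-selectin positive by PE staining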
Target sequence (P16581 whole entry, looked up): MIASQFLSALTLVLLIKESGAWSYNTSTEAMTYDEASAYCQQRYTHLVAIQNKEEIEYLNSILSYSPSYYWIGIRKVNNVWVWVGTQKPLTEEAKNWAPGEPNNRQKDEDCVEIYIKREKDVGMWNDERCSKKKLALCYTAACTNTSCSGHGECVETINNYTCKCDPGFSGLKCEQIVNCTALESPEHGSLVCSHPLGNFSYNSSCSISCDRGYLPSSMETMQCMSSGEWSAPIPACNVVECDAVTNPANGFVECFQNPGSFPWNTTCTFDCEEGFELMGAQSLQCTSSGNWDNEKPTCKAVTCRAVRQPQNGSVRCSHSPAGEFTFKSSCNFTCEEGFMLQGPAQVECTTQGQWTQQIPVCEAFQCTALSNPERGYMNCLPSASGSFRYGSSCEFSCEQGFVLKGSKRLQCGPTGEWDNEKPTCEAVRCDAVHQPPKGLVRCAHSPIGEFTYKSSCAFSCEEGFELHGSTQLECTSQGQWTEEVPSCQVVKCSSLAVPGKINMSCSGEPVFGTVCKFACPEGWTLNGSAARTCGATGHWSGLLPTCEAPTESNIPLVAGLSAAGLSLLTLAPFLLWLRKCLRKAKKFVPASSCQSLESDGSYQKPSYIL
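System: HUVEC, human umbilical vein endothelial cells; quantity: 3,000 cells/well; buffer or medium: EGM-2 medium, gelatin-coated wells; dosing: single-point compound dose; detection: immunofluorescence imaging; evaluation: % PE-positive cells; benchmarks: TNF-alpha, DMSO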
S100A4 MyoIIA – S100A4-myosin IIA interaction inhibition; P26447; S100A4/TAMRA-MyoIIA peptide fluorescence polarization; actives 0.14% (n = 360,000); inhibition, % at 10.7 µM;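 active means mean inhibition of at least 70% across replicates, with every replicate also reaching that level; inconclusive means mean inhibition reaches 70% but some replicates fall short; inactive means mean inhibition below 70%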
Target sequence (P26447 whole entry, looked up): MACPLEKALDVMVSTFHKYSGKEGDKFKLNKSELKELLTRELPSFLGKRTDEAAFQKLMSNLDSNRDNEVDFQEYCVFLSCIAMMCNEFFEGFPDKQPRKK
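Assay system: human S100A4 monomer with TAMRA-labelled myosin IIA peptide / Buffer or medium: Calcium-containing HEPES buffer, pH 7.2 / Reagent: TAMRA-labelled myosin IIA heavy-chain peptide probe, 5 nM / Compound: one dose per compound / Timing: polarization read 5 min after assay mix addition, stable 5–60 min / Benchmarks: neutral control DMSO, positive control TFP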
ERp5 inh – inhibitors of human ERp5. inhibition, % at 9.99 µM. ERp5 insulin aggregation, absorbance 650 nm, 90 min. actives 0.05% (n = 350,000). Q15084;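 active means mean replicate inhibition above about 25%, with every replicate also reaching it, limit read from the data, passing the limit was not always enough; inconclusive means only one of those two criteria met; inactive means neither criterion met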
DENV2 CPE – inhibitors of DENV2 cytopathic effect; CPE inhibition, % at 9.99 µM; DENV2-infected cells, cytopathic effect rescue, plate reader; actives 1.7% (n = 350,000); in the data active means CPE inhibition above about 20%, passing the limit was not always enough; inconclusive means no clear call, values can overlap the other calls; tested in BHK-21 cells;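 further: 0% = median of neutral control wells and 100% = median of positive control wells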
* marks the source's active call; other numbers are inactive results; u = inconclusive; x = not tested or not shown; & = joins results of further samples. Not all compounds are listed; rates above refer to the full screens.

SMILES	Statin myotox sup	SIRT5 block	PglD DTNB	E-sel inducer	S100A4 MyoIIA	ERp5 inh	DENV2 CPE
C#CCOCCOCCOCCNc1nc(N2CCOCC2)nc(N2CCN(C(=O)[C@H](CCCN=C(N)N)n3cc(C(N)[C@@H](C)CC)nn3)CC2)n1 (stereo not given in full)	1.5	x	-4.2	-0.1	-0.4	-1.7	118.7*
N#Cc1cnc(NOCc2ccc(Cl)cc2)nc1	x	-0.4	x	1.7	1.6	-5.4	0.5
Cc1cc(C)n2nc(-c3ccc(F)cc3)cc2n1	5.5	-1.7	-2.3	-0.2	-1.6	9.1	6.6
Cn1c(CN2CCN(C(=O)c3ccc(F)cc3)CC2)nc2cc([N+](=O)[O-])ccc21	x	-1.2	x	1.1	-5.3	5.9	0.7
COc1ccc(NC(=O)C2C3CC/C=C\CCC32)cc1 (stereo not given)	x	-1.7	-5.5	0.2	-0.8	3.3	2.7
COc1ccc(NC(=O)CSc2nnc(C)n2N)cc1S(=O)(=O)N1CCCCC1	-6.9	-1.5	3.8	x	0.8	-6.2	-10.1
CC1CCCN(S(=O)(=O)c2ccc(NC(=O)C3CC(=O)N(C(C)(C)C)C3)cc2)C1 (stereo not given)	3.5	-9.0	-8.8	0.1	12.4	0.0	4.3
Cc1nnc(NC(=O)Cn2c(=O)sc3ccccc32)s1	-3.6	x	x	-0.1	0.8	-1.6	-0.5
COC(=O)C1=C(CS(=O)(=O)c2cc(Cl)ccc2OC)NC(=O)NC1c1ccc(O)c(OC)c1 (stereo not given)	-2.7	-3.3	4.0	0.1	-0.7	2.7	-5.2
CC(C)=CCN1CCN(Cc2ccoc2)CC1CCO (stereo not given)	1.6	-2.7	-2.3	0.0	-0.9	-4.3	-2.0

In another format: results already given
Every second line gives: Statin myotox sup	SIRT5 block	PglD DTNB	E-sel inducer	S100A4 MyoIIA	ERp5 inh	DENV2 CPE
N#Cc1cnc(NOCc2ccc(Cl)cc2)nc1
    x	-0.4	x	1.7	1.6	-5.4	0.5
Cc1cc(C)n2nc(-c3ccc(F)cc3)cc2n1
    5.5	-1.7	-2.3	-0.2	-1.6	9.1	6.6

Limited to S100A4 MyoIIA, Statin myotox sup and SIRT5 block (three entries from above):
Compound	S100A4 MyoIIA	Statin myotox sup	SIRT5 block
C#CCOCCOCCOCCNc1nc(N2CCOCC2)nc(N2CCN(C(=O)[C@H](CCCN=C(N)N)n3cc(C(N)[C@@H](C)CC)nn3)CC2)n1 (stereo not given in full)	-0.4	1.5	x
Cc1cc(C)n2nc(-c3ccc(F)cc3)cc2n1	-1.6	5.5	-1.7
CC1CCCN(S(=O)(=O)c2ccc(NC(=O)C3CC(=O)N(C(C)(C)C)C3)cc2)C1 (stereo not given)	12.4	3.5	-9.0

More entries
SMILES	Statin myotox sup	SIRT5 block	PglD DTNB	E-sel inducer	S100A4 MyoIIA	ERp5 inh	DENV2 CPE
O=C(O)COc1ccccc1/C=C1\SC(=O)N(Cc2ccc(F)cc2)C1=O	-5.9	2.5	1.0	x	-2.1	1.2	-3.1
COc1ccc(C(=O)N/C(=C\c2cn(S(=O)(=O)N(C)C)c3ccccc23)C(=O)NC(C)C)cc1	x	1.9	x	x	0.5	-0.6	1.2
Cc1cccc(N2CCN(S(=O)(=O)c3c(C)nc4scc(C)n4c3=O)CC2)c1C	-11.1	-4.1	-1.9	0.3	-3.4	-1.2	-8.2
CN1CCN(C(=O)C[C@H]2CC[C@H]3[C@@H](COC[C@H](O)CN3S(=O)(=O)c3cccc(Cl)c3)O2)CC1	7.0	-6.5	-2.5	0.0	50.6	-0.7	0.5
CCOC(=O)C1=C(C)N(CCCC(=O)O)C(=O)NC1c1ccc2ccccc2c1 (stereo not given)	21.9	x	1.6	0.5	-2.9	-3.6	-21.5
CCCCOc1ccc(N(CC(=O)NC(C)(C)C)C(=O)CCC(=O)Nc2nccs2)cc1	9.1	-4.5	6.5	x	-13.7	1.0	3.3
C[C@H]1CN([C@@H](C)CO)C(=O)c2cccc(NC(=O)c3nc4ccccc4s3)c2O[C@@H]1CN(C)Cc1ccc(C(F)(F)F)cc1	9.4	20.9*	-2.2	48.3*	38.5	-0.6	-0.9
CC1CCN(C(=O)COC(=O)Cn2cnc3ccccc32)CC1	3.7	x	-2.1	x	-1.7	4.8	-2.3
CCOC(=O)C1=C(C)N=c2s/c(=C\c3ccc(OCC(=O)O)cc3)c(=O)n2C1c1ccc(Cl)cc1 (stereo not given)	-3.4	13.7	-5.3	x	2.3	2.6	-7.3
O=C(CCN1C(=O)/C(=C/c2ccccc2Cl)SC1=S)N1CCOCC1	21.5	4.6	-1.0	0.4	-1.2	-1.0	3.1
Cn1c(SCC(=O)NC2CCCC2)nnc1-c1cccs1	-4.2	-2.1	7.7	-0.2	1.9	2.2	2.5
Cn1c(=O)[nH]c(=O)c2c1nc(Br)n2C/C=N/NC(N)=S	x	5.5	x	0.1	-0.8	-1.7	12.8
CC1=CN2C(=N)/C(=C/c3ccc([N+](=O)[O-])o3)C(=O)N=C2S1	x	21.1*	x	0.8	-16.8	2.4	-3.3
O=S(=O)(CC12C3C4C5C1C2C(Br)(C43)C51OCCO1)c1ccccc1 (stereo not given)	x	-3.5	6.8	-0.2	53.2	-0.7	2.3
CC(=O)Nc1ccc(S(=O)(=O)Nc2nccc(C)n2)cc1	8.4	-3.1	0.8	3.8	0.4	2.9	10.9
N#C[C@@H]1[C@H](c2ccc(C3=CCCC3)cc2)[C@@H](CO)N1C(=O)c1ccccn1	-12.0	-1.9	-4.7	-0.1	-7.1	2.9	-8.1
O=C(NC1=NCCS1)C1CC(=O)N(c2ccccc2)C1 (stereo not given)	-1.6	x	-12.6	u	x	x	x
CC(C)C[C@@H](COc1ccccc1)N1CCN(CCc2ccccc2)CCC1=O	-12.9	x	0.7	-0.1	-2.4	-0.5	101.4*
C[C@H]1CN([C@@H](C)CO)C(=O)c2ccccc2-c2ccccc2CO[C@H]1CN(C)Cc1ccc(C(F)(F)F)cc1	x	7.6	x	-0.5	1.4	2.3	50.2*
Cc1noc(C)c1NC(=O)Nc1ccc2c(c1)C(=O)N([C@@H](C)CO)C[C@H](C)[C@H](CN(C)Cc1ccc(C(F)(F)F)cc1)OCCCC[C@H](C)O2	x	14.6	-0.7	0.4	5.1	0.8	-7.8
CO[C@@H]1CN(C)C(=O)c2ccc(NC(=O)C3CC3)cc2OC[C@H](C)N(Cc2ccc(F)cc2)C[C@H]1C	13.6	2.4	1.7	-0.2	4.7	-5.9	-12.6
C[C@@H]1CCCCO[C@H](CN(C)C(=O)Cc2ccccc2)[C@@H](C)CN([C@H](C)CO)C(=O)c2cc(N(C)C)ccc2O1	1.3&7.1	-6.8&1.8	-6.6&-13.5	0.0&0.4	24.3&3.1	0.6&-2.9	-10.8&-0.4
CC1(C)C[C@H](O)[C@]2(CO)[C@H](O)C[C@]3(C)C(=CCC4[C@@]5(C)CC[C@H](O)C(C)(C)C5CC[C@]43C)[C@@H]2C1 (stereo not given in full)	-13.3	x	-2.2	-0.1	-0.5	2.7	-16.7
Cc1cc(C(=O)Nc2ccccc2N2CCOCC2)c(C)o1	-3.8	-0.8	-1.7	-0.2	-0.4	2.1	2.1
C[C@H](CO)N1C[C@H](C)[C@H](CN(C)CC2CC2)Oc2c(NC(=O)NC3CCCCC3)cccc2C1=O	11.0	-0.5	-0.2	-7.6	4.8	5.3	-3.2
CCCc1nc2ccccc2c(C(=O)OCC(=O)N2CCc3ccccc32)c1CC	x	-1.5	-9.1	x	8.1	1.1	-8.8
C[C@@H]1CCCCO[C@@H](CN(C)S(=O)(=O)c2ccc(Cl)cc2)[C@@H](C)CN([C@H](C)CO)C(=O)c2cc(NC(=O)Nc3cccc4ccccc34)ccc2O1	x	2.5	1.6	-0.1	-14.2	-1.8	-3.0
Cc1ccc(S(=O)(=O)N(C)c2ccc(OC(C)C(=O)N3CCCC3)cc2)cc1C (stereo not given)	-1.8	-2.0	-6.5	x	-2.9	1.0	-5.0
COc1ccc(C2CC(c3cccs3)=NN2C(=O)CSC2=NN3CCCC(=O)N=C3S2)cc1 (stereo not given)	-4.6	-4.1	5.5	x	-2.4	2.3	4.4
CN(CC(=O)Nc1cccc(S(=O)(=O)N2CCCC2)c1)Cc1ccccc1	6.0	3.9	-2.5	-0.4	0.7	-5.9	-1.9

Other results follow:
smiles	Statin myotox sup	SIRT5 block	PglD DTNB	E-sel inducer	S100A4 MyoIIA	ERp5 inh	DENV2 CPE
CCC(=O)N1C[C@@H](C)[C@@H](OC)CN(C)C(=O)c2ccc(NC(=O)c3ccccc3)cc2OC[C@H]1C	-1.2	7.9	4.9	-0.2	2.1	5.1	4.8
O=C(Cc1ccc(Br)cc1)OCC(=O)N1CCCCCC1	x	x	x	0.2	-8.3	-2.6	-1.9
COc1cccc(C#Cc2ccc3c(c2)O[C@@H](CN(C)C)[C@H](C)CN([C@H](C)CO)S3(=O)=O)c1	-24.2	-0.2	-0.8	0.0	8.8	7.6	-3.0
COc1ccc(NC(=O)c2ccc3c(c2)C(=O)N(CC2CCCO2)C3=O)cc1 (stereo not given)	-3.5	-0.6	-8.1	x	3.5	5.2	-3.4
O=C1CC2(CCCC2)CC(=O)N1CCCCN1CCN(c2ncccn2)CC1	-1.4	-1.5	-6.1	0.6	0.9	2.2	-2.0
C[C@H]1CN([C@@H](C)CO)C(=O)c2cc(NS(C)(=O)=O)ccc2O[C@@H]1CN(C)Cc1ccc(Oc2ccccc2)cc1	-33.8	-1.5	3.4	-0.1	5.4	4.0	-5.1
Cc1ccc(C(NC(=O)C2CCN(Cc3ccc(Cl)c(Cl)c3)CC2)c2ccccn2)cc1 (stereo not given)	-6.7	-9.9	-1.7	0.0	-2.6	4.7	u
CCCOc1ccc(/C=c2\sc3ncnn3c2=O)cc1	x	1.3	x	0.7	2.8	-0.5	0.6
FC(F)(F)c1ccc(Cl)c(NC(=S)NC2CC2)c1	x	-5.2	9.2	x	-1.8	-2.8	-16.9
CCCn1c(N)c(C(=O)CSc2ncc(C(F)(F)F)cc2Cl)c(=O)[nH]c1=O	x	1.6	x	0.8	-6.1	3.7	1.9
CCCCC(=O)NC(NC(=S)N1CCOCC1)C(Cl)(Cl)Cl (stereo not given)	-21.7	-0.1	5.9	x	-1.6	4.5	x
Cc1cccc(Nc2ncnc3onc(-c4cccc(Cl)c4)c23)c1	-17.9	-1.8	-1.0	-0.2	-0.7	-6.4	16.2
C[C@H](CO)N1C[C@H](C)[C@@H](CN(C)C(=O)Cc2cccnc2)Oc2cc(C#CC3(O)CCCC3)ccc2S1(=O)=O	-10.5	-4.1	0.5	0.1	-4.4	0.9	-4.9
CS(=O)(=O)Nc1ccc2c(c1)[C@H]1C[C@H](CC(=O)NCC3CC3)O[C@H](CO)[C@H]1O2	-1.6	-1.4	2.5	0.0	13.2	-1.9	10.9
O=c1ccn(CCc2c[nH]c3ccccc23)c2c1CCCC2	1.6	-3.9	-3.5	x	-4.8	-5.9	-2.3
